Assay outcomes as filed in PubChem BioAssay.
Efflux pump inh – inhibitors of Candida antifungal efflux pumps expressed in yeast; S. cerevisiae Candida pump triplex, Nile Red efflux; inhibition, % at 10 µM; 0.44% of 330,000 active; AID 485275;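 active means plate passing quality check with inhibition over a set limit, or well fluorescence over plate mean plus 4 SD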;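 further: Nile Red retained in pooled yeast measured as flow cytometry median fluorescence; 0% = buffer negative control and 100% = Enniatin B positive control; higher means more Nile Red kept so more efflux inhibition; some compounds called inactive have numbers as strong as hits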
GLD-1 RNA inh – GLD-1-TGE RNA interaction inhibition (C. elegans); 0.44% of 320,000 active; AID 2280; Q17339; purified GLD-1 + fluorescein TGE RNA, fluorescence polarization; inhibition, % at 5.96 µM;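 active means percent inhibition above a per-plate cutoff, the plate mean of test compounds plus 3 SD, cut at about 30% in these data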;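 further: 0% = DMSO wells with GLD-1 and probe and 100% = wells lacking GLD-1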
BCLXL inh – inhibitors of human Bcl-xL. Q07817. GST-Bcl-xL / FITC-Bim BH3 peptide fluorescence polarization. inhibition, % at 10.9 µM. 0.7% of 320,000 active. AID 2129;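 active means inhibition above the mean of all tested compounds plus 3 SD, cutoff set per campaign, cut at about 30% in these data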;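 further: 0% = DMSO wells and 100% = unlabeled Bim-BH3 peptide competitor; inhibitors lower millipolarization by displacing the labeled peptide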
Target sequence (Q07817 whole entry, looked up): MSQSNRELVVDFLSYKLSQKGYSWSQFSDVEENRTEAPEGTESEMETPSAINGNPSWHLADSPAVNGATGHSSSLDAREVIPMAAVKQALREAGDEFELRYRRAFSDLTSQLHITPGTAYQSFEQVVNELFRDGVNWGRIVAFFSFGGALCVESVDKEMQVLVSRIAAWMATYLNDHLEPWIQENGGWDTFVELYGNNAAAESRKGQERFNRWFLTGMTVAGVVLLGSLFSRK
PME-1 primary – blocks human protein phosphatase methylesterase 1. Q9Y570. recombinant PME-1, FP-Rh probe fluorescence polarization. inhibition, % at 5.9 µM. 0.53% of 320,000 active;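 active means inhibition above the campaign mean of all compounds plus 3 SD, cut at about 26% in these data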;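 further: competitive labeling of PME-1 active site by serine hydrolase directed probe; 0% = PME-1 with DMSO and 100% = wells lacking PME-1 enzyme; inhibitors block probe labeling so polarization falls and inhibition rises; many of its hits are not listed in these tables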
Target sequence (Q9Y570 whole entry, looked up): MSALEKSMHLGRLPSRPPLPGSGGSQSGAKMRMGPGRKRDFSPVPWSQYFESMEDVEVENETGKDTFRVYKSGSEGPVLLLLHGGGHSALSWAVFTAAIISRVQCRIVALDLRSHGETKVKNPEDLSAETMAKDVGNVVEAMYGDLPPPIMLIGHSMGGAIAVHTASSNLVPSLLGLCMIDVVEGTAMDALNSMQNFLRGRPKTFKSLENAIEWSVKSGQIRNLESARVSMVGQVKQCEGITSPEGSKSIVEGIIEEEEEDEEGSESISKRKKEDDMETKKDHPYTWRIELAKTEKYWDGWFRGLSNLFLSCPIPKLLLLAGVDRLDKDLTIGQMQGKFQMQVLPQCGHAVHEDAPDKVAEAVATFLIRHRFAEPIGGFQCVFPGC
MEX-5 binding – C. elegans MEX-5 TCR-2 RNA binding activity. Q9XUB2. MEX-5/FITC-TCR2 RNA binding, fluorescence polarization; hits give low values. activity score (negative = inhibition of binding), % at 10 µM. 0.38% of 300,000 active;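 active means inhibition past about -25% in most replicates, and total fluorescence under double the plate's negative control median, limit read from the data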;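 further: 0% = DMSO and -100% = 5 µM competing unlabeled TCR2 RNA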
Target sequence (Q9XUB2 whole entry, looked up): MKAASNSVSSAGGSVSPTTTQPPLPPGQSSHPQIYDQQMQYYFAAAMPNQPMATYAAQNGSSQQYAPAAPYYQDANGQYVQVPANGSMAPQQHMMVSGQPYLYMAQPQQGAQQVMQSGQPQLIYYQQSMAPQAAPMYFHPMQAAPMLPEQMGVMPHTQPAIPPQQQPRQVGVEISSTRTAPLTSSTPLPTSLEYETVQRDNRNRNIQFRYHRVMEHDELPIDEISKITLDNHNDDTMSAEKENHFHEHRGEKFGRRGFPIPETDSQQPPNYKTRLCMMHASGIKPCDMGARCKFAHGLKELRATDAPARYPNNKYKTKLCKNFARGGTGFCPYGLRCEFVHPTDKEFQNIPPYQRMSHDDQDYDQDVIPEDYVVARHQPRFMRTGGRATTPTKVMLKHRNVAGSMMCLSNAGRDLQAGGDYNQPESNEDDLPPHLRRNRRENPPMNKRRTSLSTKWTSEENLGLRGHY
VLA-4 inh – inhibition in a human VLA-4 binding assay; P13612; VLA-4 expressing cells, ligand binding flow cytometry; inhibition, % (about 7 µM as worked out from the volumes in the protocol); 0.2% of 330,000 active; in the data active means inhibition above about 50%
GRK2 inh – blocks RNA aptamer binding to human GRK2 | P25098 | bead flow cytometry, FAM-aptamer displacement from GRK2 | inhibition of aptamer binding, % at 10 µM | 0.59% of 330,000 active;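 active means inhibition of aptamer binding above 40%, roughly 3 SD of noise, on plates passing a quality check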;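 further: median bead fluorescence of bound FAM aptamer so fluorescent compounds give negative values; no value below 0 was filed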
MCL1 BIM primary – MCL1-BIM-BH3 interaction inhibition (human); inhibition, % at 10.9 µM; Q07820; AID 2057; GST-MCL1 / FITC-Bim-BH3 fluorescence polarization; 0.68% of 320,000 active;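 active means inhibition above the mean inhibition of all tested compounds plus 3 SD, set per campaign, cut at about 40% in these data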;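 further: 0% = DMSO wells and 100% = unlabeled Bim-BH3 peptide control; higher means more loss of mP so more displacement of Bim peptide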
Fam108B inh – Fam108B inhibition, counter-screen for RBBP9 inhibitors; inhibition, % at 9.51 µM; recombinant Fam108B, FP-Rh probe fluorescence polarization; 0.33% of 300,000 active; AID 1947;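 active means inhibition above the screen mean inhibition plus 3 SD, computed separately per campaign, cut at about 18% in these data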;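 further: inhibitors lower polarization as less probe binds the enzyme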
Numbers without * were called inactive; nt = no result given. Some of the compounds tested. The share of hits here may be higher or lower than overall.

Every second line gives: Efflux pump inh, GLD-1 RNA inh, BCLXL inh, PME-1 primary, MEX-5 binding, VLA-4 inh, GRK2 inh, MCL1 BIM primary, Fam108B inh
NC(=O)c1ccsc1NC(=O)CN1C(=O)NC2(CCCC2)C1=O
 : 0.0, 3, nt, nt, nt, 0, 0, nt, nt
COc1ccccc1CN(Cc1cc2c(C)ccc(C)c2[nH]c1=O)Cc1nnnn1Cc1ccco1
 : 0.3, -1, 0, 2, 2.0, 10, 7, -4, -6
CCCC1(C(=O)O)NC(c2ccccc2O)C2C(=O)N(c3cccc(Cl)c3)C(=O)C21 (stereo unspecified)
 : 0.1, -2, 2, -3, -1.0, 27, 1, 2, -1
CC(C)CCNC(=O)CNC(=O)c1cccs1
 : -0.1, 11, 2, -6, 1.1, 13, 1, 6, 4
CCOC(=O)CSc1cc(C)nc(N)n1
 : -0.1, 2, 2, -5, -1.0, 1, 5, 0, -4
NC(=O)c1ccccc1NCC(=O)c1ccc(Cl)cc1
 : 0.2, 1, 2, 5, -0.1, 9, 0, 7, -1
COc1cc([N+](=O)[O-])ccc1NC(=O)CCN1C(=O)C2C3CCC(C3)C2C1=O (stereo unspecified)
 : 0.1, 10, 3, -1, 1.7, 11, 0, 4, -3
COc1ccc(N2CCN(CCNC(=O)CCCn3c(=O)[nH]c4cc(Cl)ccc4c3=O)CC2)cc1
 : 0.1, -1, 0, -5, -0.7, -4, 0, -2, 9
COc1cccc(NC(=O)CN(C)C(=O)c2ccc3c(c2)C(=O)N(CCC(C)C)C3=O)c1
 : 0.0, 5, 6, 0, nt, 6, 0, 7, nt
CC1CC(C)CN(C(=O)COC(=O)c2ccc(N3CCCC3=O)cc2)C1 (stereo unspecified)
 : 0.3, 9, nt, nt, nt, -6, 0, nt, nt
O=C1CCC(Cc2ccccc2)N1 (stereo unspecified)
 : 0.3, 3, -1, 1, 1.5, 12, 0, -5, 0
CC1CCCCN1C(=O)c1ccc(C(=O)N2CCCCC2C)cc1 (stereo unspecified)
 : 0.1, -1, 7, -14, 0.2, -5, 0, 6, 4
CCOc1cccc2cc(C(=O)NCc3ccc(F)cc3)c(=N)oc12
 : 0.1, -7, 2, 5, 0.4, 2, 0, 0, -2
Cc1cccc(NC(=O)c2ccc(CN3CCc4ccccc4C3)cc2)c1C
 : 0.1, -4, 2, -1, 0.7, 0, 0, 6, 3
CCCc1cc(C(=O)NCC(C)C)no1
 : 0.1, 0, 5, -8, 0.2, -20, 0, -1, -1
CC1CCCN(CCSc2ccc(Cl)cc2)C1 (stereo unspecified)
 : -0.2, -1, 3, -2, 1.4, -5, 0, 6, -1
CC(=O)c1ccc(NS(=O)(=O)c2ccc(C)cc2)cc1
 : -0.1, 2, 1, -4, -0.7, 8, 0, 0, -2
CCc1nnc(SCc2ccc([N+](=O)[O-])cc2)nc1CC
 : 0.1, 0, 0, 0, 0.9, 0, 0, -2, 1
COc1ccc(C(=O)C[n+]2ccc(-c3nnc4n3CCC4)cc2)cc1
 : -0.1, -1, 6, 4, -1.2, 31, 0, -2, 4
Cc1ccccc1C(C(=O)NC1CCCCC1)N(C(=O)CNC(=O)c1ccco1)c1cccnc1 (stereo unspecified)
 : 0.1, -4, 1, -1, -1.5, 2, 1, 2, 1
COc1ccc(S(=O)(=O)N2CCCCCC2)cc1C(=O)Nc1cc(C)ccn1
 : 0.5, 6, 0, 1, nt, 0, 0, 2, nt
COc1cccc(NC(=O)c2cccc(C(=O)Nc3cccc(OC)c3)n2)c1
 : -0.1, 1, -3, 8, -1.5, -8, 0, -1, -8
COc1ccc(OC)c(S(=O)(=O)N2CCN(C34CC5CC(CC(C5)C3)C4)CC2)c1
 : -0.1, -3, -3, 3, 1.6, 15, 0, -3, 1
COc1cccc(/C=N/Nc2ccccc2C(=O)O)c1O
 : 0.0, -1, 2, 2, 2.4, 4, 0, -3, 3
CN(CC1COCCO1)c1nc2nonc2nc1N1CCSCC1 (stereo unspecified)
 : 0.0, 4, 2, 1, -1.2, -2, 2, 2, -3
CCOC(=O)c1c(C)[nH]c(/C(C)=N/O)c1C
 : 0.0, 1, 4, -3, 1.8, 9, 0, 8, 3
COc1ccc(CSc2cccc3cccnc23)cc1[N+](=O)[O-]
 : 0.1, -2, 5, -9, -0.5, 3, 1, 8, 0
O=[N+]([O-])c1ccc(Nc2nc(N/N=C\c3ccc4c(c3)OCO4)nc(N3CCCCC3)n2)cc1
 : -0.3, 5, 5, -16, -2.5, 13, 0, 3, -2
O=[n+]1c2c(n([O-])c3cc(F)ccc31)CCCC2
 : 0.1, -2, 9, 1, -2.5, -3, 0, 4, -4
COCCNC(=O)[C@@H]1CCCN1S(=O)(=O)c1cccc2cccnc12
 : -0.1, 8, 5, -3, nt, -9, 11, 1, -1
Cn1c(=O)[nH]c(=O)c2[nH]c(N(Cc3ccccc3)Cc3ccccc3)nc21
 : -0.1, -3, 10, 9, nt, 8, 4, 3, 2
Cc1cccc(N2CC(C(=O)Nc3nnc(SCc4cccnc4)s3)CC2=O)c1 (stereo unspecified)
 : -0.1, -3, 12, 3, -0.5, 1, 3, 15, -1
COc1cccc(-c2noc(C3CCCN(C(=O)c4cccc(F)c4)C3)n2)c1 (stereo unspecified)
 : 0.0, nt, nt, nt, -0.6, -4, 1, nt, nt
O=C(Nc1cc([N+](=O)[O-])ccc1Cl)C(Sc1ccccc1)c1ccccc1 (stereo unspecified)
 : -0.1, -2, 4, -9, 1.5, -17, 1, 7, -19
CCOC(=O)c1c(C)n(C)c2ccc(OC)c(NS(=O)(=O)CC)c12
 : -0.1, -6, 11, 3, 1.0, 7, 3, 8, 3
CC(=O)NNc1ccc(C(F)(F)F)cc1[N+](=O)[O-]
 : -0.1, 5, 7, 2, -0.9, 5, 2, 6, 3
CCOC1CC(C)(C)NC(=S)N1 (stereo unspecified)
 : -0.1, -7, 5, -4, 2.3, -1, 1, 4, -1
OC1CCCN(CC(O)COC(c2ccc(F)cc2)c2ccc(F)cc2)C1 (stereo unspecified)
 : 0.2, -1, 0, 3, -1.7, -4, 40, 1, 5
NC(=O)C1CCN(CC(=O)Nc2ccc(S(=O)(=O)N3CCOCC3)cc2)CC1
 : -0.8, 7, 7, 0, 0.4, 23, 1, 1, -1
C=C(C)CN(CC)Cc1c(C(=O)N(C)CCCC)nc2ccccn12
 : 0.0, 0, 5, -1, -3.0, 0, 0, 2, -6
O=C(Nc1ccccc1N1CCN(C(=O)c2ccc(Cl)cc2)CC1)c1cccc([N+](=O)[O-])c1
 : -3.7, 13, -5, 5, 0.3, 7, 0, 3, 5
FC(F)(F)Oc1ccc(NC(=S)NCc2ccccc2)cc1
 : -0.2, -3, 6, -3, -2.5, 5, 9, 18, -1
Cc1c(C)c2ccc(OC3CCCCC3=O)cc2oc1=O (stereo unspecified)
 : 0.0, 4, 4, -3, 1.2, -5, 2, 8, -5
CS(=O)(=O)Nc1ccc(C(=O)NCCSCc2ccco2)cc1
 : 0.3, -10, 1, 3, 1.0, -4, 5, 5, 10
COc1ccc(CNC(=O)CCC(=O)n2ncc3cc(C)ccc32)cc1
 : 0.2, 5, 6, 0, 1.4, 7, 4, 16, 1

Continued; the last 5 above are carried over.
Structure | Efflux pump inh | GLD-1 RNA inh | BCLXL inh | PME-1 primary | MEX-5 binding | VLA-4 inh | GRK2 inh | MCL1 BIM primary | Fam108B inh
O=C(Nc1ccccc1N1CCN(C(=O)c2ccc(Cl)cc2)CC1)c1cccc([N+](=O)[O-])c1 | -3.7 | 13 | -5 | 5 | 0.3 | 7 | 0 | 3 | 5
FC(F)(F)Oc1ccc(NC(=S)NCc2ccccc2)cc1 | -0.2 | -3 | 6 | -3 | -2.5 | 5 | 9 | 18 | -1
Cc1c(C)c2ccc(OC3CCCCC3=O)cc2oc1=O (stereo unspecified) | 0.0 | 4 | 4 | -3 | 1.2 | -5 | 2 | 8 | -5
CS(=O)(=O)Nc1ccc(C(=O)NCCSCc2ccco2)cc1 | 0.3 | -10 | 1 | 3 | 1.0 | -4 | 5 | 5 | 10
COc1ccc(CNC(=O)CCC(=O)n2ncc3cc(C)ccc32)cc1 | 0.2 | 5 | 6 | 0 | 1.4 | 7 | 4 | 16 | 1
C=CCOc1cccc(/C=N/NC(=O)C(OC)c2ccccc2)c1 (stereo unspecified) | -0.3 | 2 | 3 | 1 | 2.8 | 0 | 0 | -1 | 2
Cc1cccc(N2C(=O)CC(N(C(=O)c3ccco3)c3cccc(C)c3)C2=O)c1 (stereo unspecified) | -0.3 | 9 | 1 | -1 | 0.9 | 22 | 0 | 6 | -2
O=C1NCCCC2c3c(cc(Br)c(O)c3Br)OC12N1CCCCC1 (stereo unspecified) | -0.1 | 6 | -5 | -8 | 0.5 | -1 | 1 | 4 | 2
CCN(CC)S(=O)(=O)c1ccc2[nH]c(=O)[nH]c2c1 | -0.1 | 6 | 4 | 0 | -0.5 | -2 | 0 | 9 | -6
Cc1noc(C)c1S(=O)(=O)N1CCCC(C(=O)Nc2ccc(Cl)cn2)C1 (stereo unspecified) | -0.2 | 0 | 3 | 4 | 2.1 | 4 | 3 | 4 | 3
CCOC(=O)CNC(=O)C(CC(N)=O)NC(=O)OC(C)(C)C (stereo unspecified) | 0.1 | 2 | 0 | -3 | -1.5 | 39 | 0 | 2 | 3
CC(Sc1nnc(-c2cccs2)n1-c1ccccc1)C(=O)NCc1ccc2c(c1)OCO2 (stereo unspecified) | 0.1 | -1 | 3 | 0 | 0.1 | 22 | 2 | -3 | 2
Cc1ccc(NC(=O)CSCC(=O)N2CCCc3ccccc32)cc1 | 0.0 | 2 | -7 | 5 | 5.2 | 1 | 0 | -13 | -1
COc1ccccc1N(Cc1ccccc1)S(=O)(=O)c1cccc(C(=O)Nc2cc(C)ccn2)c1 | 0.4 | 0 | 3 | -11 | 3.7 | 9 | 1 | 5 | -11
Cc1ccc(N2C(=O)C(Cl)=C(N3CCCCCC3)C2=O)cc1 | -0.1 | 0 | 2 | 2 | -3.7 | 12 | 2 | -6 | 6
C[C@H](NC(=O)[C@H](Cc1ccccc1)n1c(=O)[nH]c2ccccc2c1=O)C(=O)N1CCC[C@H]1C(=O)O | -0.1 | -1 | -3 | -7 | -2.2 | 6 | 2 | -1 | -3
Cc1cc2cc(CNC(=O)Nc3cccc(Cl)c3)ccc2n1C | 0.3 | 16 | 14 | -5 | -2.2 | 1 | 44* | 9 | -7
C=CCNC(=S)N(Cc1ccccc1)Cc1ccc(F)cc1 | 0.0 | 7 | 5 | 6 | 1.1 | -2 | 1 | 10 | -1
CC1(C)CC(NC(=O)C(F)(F)F)CC(C)(C)N1OC(=O)c1ccco1 | 0.2 | 0 | -3 | -4 | 0.1 | -7 | 1 | -8 | -5
CCOc1ccccc1N1CC(C(=O)Nc2ccc(C(=O)O)cc2)CC1=O (stereo unspecified) | 0.0 | -4 | 5 | -5 | 3.4 | 13 | 0 | 6 | 3
CCCCC(=O)Nc1nnc(CCc2ccccc2)s1 | -0.1 | 4 | 3 | 2 | -3.0 | 12 | 99* | 1 | 5
Oc1c(Br)cc(Br)cc1/C=N/c1nc2c(s1)CCCC2 | 0.4* | 3 | 9 | 0 | 1.2 | -11 | 0 | 18 | -8
